# HP1b binding inh: HTS for Inhibitors of HP1-beta Chromodomain Interactions with Methylated Histone Tails. Chromobox protein homolog 1 (Homo sapiens), P83916. AlphaScreen HP1-beta / biotin-H3K9me3 peptide binding. Potency, µM (titrated, usually from 114 µM), for the others: at the highest dose activity change, negative = inhibition, usual class: inhibitors. 0.56% of 390,000 active; also: nearly all actives have a fitted effect of over 70% in size; inactives centre near 23
# Target sequence (P83916 whole entry, looked up): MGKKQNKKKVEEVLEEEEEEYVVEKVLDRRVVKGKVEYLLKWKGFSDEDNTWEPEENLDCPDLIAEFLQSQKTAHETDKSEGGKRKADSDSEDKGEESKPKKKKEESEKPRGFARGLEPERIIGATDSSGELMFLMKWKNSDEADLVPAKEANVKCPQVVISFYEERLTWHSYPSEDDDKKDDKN
#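 Compound inhibition of the preformed complex between 50 nM HP1-beta and 50 nM biotinylated H3K9me3 peptide was read by AlphaScreen. Buffer was PBS pH 7.4 with 0.01% Tween-20. Incubations ran 30 min at room temperature, with 10 ug/mL donor/acceptor beads.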
# JMJD2A Tudor inh: qHTS Assay for Inhibitors of JMJD2A-Tudor Domain. 4.4% of 390,000 active. AlphaScreen JMJD2A-Tudor / H3K4me3 peptide binding. Potency, µM (doses to about 114 µM), for the others: at the top dose activity change, negative = inhibition, actives largely listed as inhibitors; also: % is scaled to controls: 0 for no effect and ±100 for the full control effect; nearly all actives have a fitted effect of over 50% in size
# GLS inh: qHTS for Inhibitors of Glutaminase (GLS); GLS enzymatic activity, qHTS titration; Glutaminase kidney isoform, mitochondrial (Homo sapiens), O94925; AID 624170, 2012; 0.21% of 410,000 active; Potency, µM (series often up to 45.5 µM), for the others: at the top dose activity change, negative = inhibition, most hits filed as inhibitors; also: % is scaled to controls: 0 for no effect and ±100 for the full control effect
#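 Enzyme dispensed in phosphate buffer (45 mM, pH 8.2, 0.02% Tween-20), compounds pinned in, then 1 mM L-glutamine solution and the glutamate oxidase–HRP–Amplex Red mix added; fluorescence read immediately and again after 30 min at room temperature.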
# POLI inh: qHTS for Inhibitors of Polymerase Iota | Pol iota fluorescent replication assay, 10 min | Potency, µM (top dose mostly 115 µM), inactives show at the highest dose activity, negative = inhibition, most hits filed as inhibitors | 1% of 390,000 active
#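 Fluorescent replication assay read twice, at 0 min and 10 min after adding 50 nM (final) substrate. Enzyme (10 nM) and compounds were first incubated 15 min at room temperature; enzyme-free buffer wells were negative controls.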
# BLM helicase inh: qHTS Assay for Inhibitors of Bloom's syndrome helicase (BLM); RecQ-like DNA helicase BLM (Homo sapiens), P54132; recombinant BLM DNA unwinding, fluorescence dequenching; Potency, µM (series often up to 56.1 µM), inactives show at the highest dose activity change, negative = inhibition, actives largely listed as inhibitors; 0.2% of 350,000 active; AID 2528, 2010;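 also: plate controls were vehicle for no effect and no enzyme for full effect; nearly all actives have a fitted effect of over 35% in size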
# Pin1 inh: qHTS Assay to Find Inhibitors of Pin1; Potency, µM (series often up to 115 µM), for the others: at the top dose activity, negative = inhibition, most hits filed as inhibitors; Pin1 FP peptide displacement, HiFluor488, 10 min; 0.009% of 390,000 active; Peptidyl-prolyl cis-trans isomerase NIMA-interacting 1 (Homo sapiens), Q13526; active = well fitted inhibition curve with a large enough effect in the polarisation, with a control signal flat, not every such curve was filed as active; inconclusive = small, poorly fitted or top-dose-only effect, or effect the other way, or a change in a side signal; inactive = no such curve, though single readings can be large or run the other way; the % refers to the polarisation; also: % is scaled to controls: 0 for no effect and ±100 for the full control effect
# Target sequence (Q13526 whole entry, looked up): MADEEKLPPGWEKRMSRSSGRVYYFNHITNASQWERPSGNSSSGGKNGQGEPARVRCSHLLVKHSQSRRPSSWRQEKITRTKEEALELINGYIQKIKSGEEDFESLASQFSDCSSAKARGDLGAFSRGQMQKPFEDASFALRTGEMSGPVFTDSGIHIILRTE
# PGK inhibitor: qHTS Assay to Find Inhibitors of Phosphoglycerate Kinase; Phosphoglycerate kinase, glycosomal (Trypanosoma brucei brucei), P07378; PGK/GAPDH coupled, Kinase-Glo luminescence, 60 min; Potency, µM (titrated, usually from 57.5 µM), for inactives: at the highest dose activity change, negative = inhibition, actives largely listed as inhibitors; 0.043% of 380,000 active; also: % is scaled to controls: 0 for no effect and ±100 for the full control effect; nearly all actives have a fitted effect of over 60% in size
# Target sequence (P07378 whole entry, looked up): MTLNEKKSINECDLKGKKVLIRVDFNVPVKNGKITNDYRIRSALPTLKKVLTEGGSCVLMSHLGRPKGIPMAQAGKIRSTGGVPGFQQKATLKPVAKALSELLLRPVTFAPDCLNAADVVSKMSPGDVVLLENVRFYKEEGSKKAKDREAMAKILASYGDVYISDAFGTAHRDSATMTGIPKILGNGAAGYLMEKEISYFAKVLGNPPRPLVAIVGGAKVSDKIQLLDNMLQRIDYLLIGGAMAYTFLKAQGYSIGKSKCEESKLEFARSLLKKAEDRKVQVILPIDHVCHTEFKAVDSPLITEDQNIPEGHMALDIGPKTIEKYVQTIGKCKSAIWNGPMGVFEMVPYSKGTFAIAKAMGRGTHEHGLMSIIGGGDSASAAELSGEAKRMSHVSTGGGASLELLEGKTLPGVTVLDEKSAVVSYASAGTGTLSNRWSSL
#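 Luminescent ATP detection (Kinase-Glo Plus) follows a 60-minute room-temperature incubation, with wells lacking PGK as controls. Buffer: 100 mM TEA (pH 7.6), 5 mM MgCl2, 0.01% Tween-20. Coupling enzyme GAPDH (100 nM final) supplies unstable 1,3-BPG in-well.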
# BAZ2B block: qHTS Assay for Inhibitors of BAZ2B; Bromodomain adjacent to zinc finger domain protein 2B (Homo sapiens), Q9UIF8; AlphaScreen BAZ2B-H3K14Ac peptide displacement; Potency, µM (doses to about 114 µM), without a hit: at the highest dose activity change, negative = inhibition, usual class: inhibitors; 4.4% of 360,000 active; also: % is scaled to controls: 0 for no effect and ±100 for the full control effect; nearly all actives have a fitted effect of over 60% in size
#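 BAZ2B (50 nM) with biotin-H3(5-23)K14Ac peptide (50 nM) in PBS pH 7.4, 0.01% Tween-20, preformed 30 min, then compound 30 min at room temperature; top concentration 110uM. AlphaScreen streptavidin donor/nickel chelate acceptor beads (10 ug/mL final), 20 min dark, signal read.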
# G9a inh: qHTS Assay for Inhibitors of Histone Lysine Methyltransferase G9a. Histone-lysine N-methyltransferase EHMT2 (Homo sapiens), Q96KQ7. G9a H3K9 monomethylation, AlphaScreen, 2 h. Potency, µM (doses to about 102 µM), inactives show at the top dose activity, negative = inhibition, usual class: inhibitors. 8.8% of 350,000 active. AID 504332, 2011; also: % is scaled to controls: 0 for no effect and ±100 for the full control effect; nearly all actives have a fitted effect of over 75% in size
# Target sequence (Q96KQ7 913-1193 limits assumed): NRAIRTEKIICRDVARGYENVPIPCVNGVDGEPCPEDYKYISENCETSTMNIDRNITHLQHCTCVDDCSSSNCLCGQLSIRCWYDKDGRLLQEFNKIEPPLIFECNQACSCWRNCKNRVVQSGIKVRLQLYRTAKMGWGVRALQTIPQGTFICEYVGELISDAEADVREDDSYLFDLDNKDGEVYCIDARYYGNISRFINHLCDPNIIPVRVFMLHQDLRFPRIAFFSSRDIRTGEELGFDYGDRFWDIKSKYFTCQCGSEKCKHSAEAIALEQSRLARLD
#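 Using a bead-based AlphaScreen, monomethylated H3K9 product from 2 h room-temperature reactions (G9a 20 nM, peptide 500 nM, SAM 20 uM) was detected with 0.5 ug/mL rabbit anti-H3K9me1 antibody.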
# * = called active by the depositor; i = inactive; ? = inconclusive; . = no result given; & = joins results of further samples; [ ] = remark or other dose. Unless noted, calls follow the shape of the dose curve; as a rule, active = well fitted curve in the direction sought with a large enough effect; inconclusive = small, poorly fitted or top-dose-only effect, or another doubt; inactive = no such curve, though single readings can be large; an effect the other way counts as inactive or inconclusive. Potency is read from the fitted curve at half-maximal effect.
1	CCCS(=O)(=O)N1CCC(C(=O)NC2CCCC(C)C2C)CC1 (centres undefined)
2	CC(=O)c1sc(NC(=O)C(C)C)nc1C
3	COc1ccc(OC)c2[nH]c(=O)c(CCNC(=O)Cc3cccs3)cc12
4	CCN(CC)S(=O)(=O)c1ccc2c(c1)N(CC(=O)NCc1ccccc1)C(=O)C1CCCCN21 (centres undefined)
5	Cc1c(Cl)c([N+](=O)[O-])nn1CC(=O)NCC1CCCO1 (centres undefined)
Assay by compound,1,2,3,4,5
HP1b binding inh,13%,50%[activator],-19%,30%,25%
JMJD2A Tudor inh,-9%,3%,?,-2%,-2%
GLS inh,4%,-5%,-9%,16%,2%
POLI inh,10%,1%,?,-15%,142%[activator]
BLM helicase inh,-3%,0%,1%,-3%,-6%
Pin1 inh,4%,0%,.,1%,6%
PGK inhibitor,0%,-11%,-24%,-9%,6%
BAZ2B block,-2%,-35%,.,-3%,-14%
G9a inh,?,14%,-46%,17%[59 µM],4%

6	COc1cc(C2=NOC(C(=O)Nc3c(C)n(C)n(-c4ccccc4)c3=O)C2)cc(OC)c1OC (centres undefined)
7	COCCn1c(Cc2ccccc2)nnc1SC(C)C(=O)NC1CC1 (centres undefined)
8	COc1cc2nc(SCc3ccc(C(F)(F)F)cc3)n(Cc3cccs3)c(=N)c2cc1OC
9	COc1ccc(Cn2c(C(=O)O)c(CNC3CCCCC3)c3ccc(C)cc32)cc1
10	CCc1ccc(OCC(=O)N(CC)CC)cc1
Assay by compound,6,7,8,9,10
HP1b binding inh,43%[activator],27%,29%,30%,27%
JMJD2A Tudor inh,2%,0%,15%,-9%,-4%
GLS inh,-8%,-1%,.,-1%,-6%
POLI inh,-6%,-5%,27%,20%,38%[activator]
BLM helicase inh,0%,.,-14%,0%,-4%
Pin1 inh,0%,7%,-3%,-3%,-5%
PGK inhibitor,-8%,1%,0%,5%,6%
BAZ2B block,1%,-5%,-6%,-30%,-3%
G9a inh,.,1%[12.7 µM],21%[59 µM],-25%[59 µM],0%

11	COc1ccc(S(=O)(=O)c2c(C(=O)c3ccc(C)c(C)c3)cnc3ccc(F)cc23)cc1
12	COc1ccc(C2N3CC4(C)CN2CC(c2ccccc2)(C3)C4=O)cc1OC (centres undefined)
13	COc1ccc(CNC(=O)CN2C(=O)COc3ccc(S(=O)(=O)N4CCCCCC4)cc32)cc1
14	Cc1ccccc1Nc1nnc(SCC(=O)c2c(N)n(C)c(=O)n(C)c2=O)s1
15	CCCn1c(N2CCN(Cc3cccc(C)c3)CC2)nc2c1c(=O)[nH]c(=O)n2C
Assay by compound,11,12,13,14,15
HP1b binding inh,9%,28%,36%,19%,26%
JMJD2A Tudor inh,-22%,-14%,-1%,-9%,-23%
GLS inh,0%,1%,9%,1%,-1%
POLI inh,26%,11%,18%,212%[activator],5%
BLM helicase inh,-7%,0%,1%,0%,-3%
Pin1 inh,74%[activator],2%,3%,1%,5%
PGK inhibitor,-8%,-5%,-1%,2%,i
BAZ2B block,-34%,-15%,-13%,-18%,4%
G9a inh,-31%[59 µM],-1%[59 µM],6%[59 µM],-32%,-16%

# Record cards, as listed above. Order of screens: HP1b binding inh	JMJD2A Tudor inh	GLS inh	POLI inh	BLM helicase inh	Pin1 inh	PGK inhibitor	BAZ2B block	G9a inh
# Entry for COc1ccc(S(=O)(=O)c2c(C(=O)c3ccc(C)c(C)c3)cnc3ccc(F)cc23)cc1 : 9%	-22%	0%	26%	-7%	74%[activator]	-8%	-34%	-31%[59 µM]
# Entry for COc1ccc(CNC(=O)CN2C(=O)COc3ccc(S(=O)(=O)N4CCCCCC4)cc32)cc1 : 36%	-1%	9%	18%	1%	3%	-1%	-13%	6%[59 µM]
# Entry for Cc1ccccc1Nc1nnc(SCC(=O)c2c(N)n(C)c(=O)n(C)c2=O)s1 : 19%	-9%	1%	212%[activator]	0%	1%	2%	-18%	-32%
# Entry for COc1ccc(C2N3CC4(C)CN2CC(c2ccccc2)(C3)C4=O)cc1OC (centres undefined) : 28%	-14%	1%	11%	0%	2%	-5%	-15%	-1%[59 µM]
# Entry for CCCn1c(N2CCN(Cc3cccc(C)c3)CC2)nc2c1c(=O)[nH]c(=O)n2C : 26%	-23%	-1%	5%	-3%	5%	i	4%	-16%

# Additional structures.
16	O=C(Oc1ccc(N(Cc2cccs2)C2=NS(=O)(=O)c3ccccc32)cc1)c1ccco1
17	Cc1nn(CCC#N)c2[nH]c(=O)cc(C(F)(F)F)c12
18	CCN1CCN(c2ccc(S(=O)(=O)N3CCOCC3)cc2NC(=O)c2cc(Cl)nc3ccccc23)CC1
19	O=C(Nc1nccs1)c1ccc(F)c(S(=O)(=O)N2CCOCC2)c1
20	CCCCN(C(=O)c1cccc(-n2cccc2)c1)c1c(N)n(CCC)c(=O)[nH]c1=O
Assay by compound,16,17,18,19,20
HP1b binding inh,30%,34%,13%,24%,79µM*
JMJD2A Tudor inh,-12%,-6%,-7%,-10%,14µM*
GLS inh,-1%,9%,2%,-1%,156%[activator]
POLI inh,23%,3%,2%,38%[activator],14µM*
BLM helicase inh,-6%,0%,.,1%,.
Pin1 inh,-3%,2%,1%,-5%,-9%
PGK inhibitor,-2%,-2%,8%,-4%,-26%
BAZ2B block,4%,-10%,4%,-5%,45µM*
G9a inh,-3%[59 µM],-29%,45µM*,.,4%[0.501 µM]

21	COc1ccc(OC)c(C2=NOC(C(=O)Nc3ccccc3SC)C2)c1 (centres undefined)
22	CC(C(=O)NC1=NCCS1)N1C(=O)c2ccccc2C1=O (centres undefined)
23	CCOc1ccc(CCNC(=O)C2CC(=O)N(Cc3ccc(C)cc3)C2)cc1OCC (centres undefined)
24	COc1ccc(C(=O)CSc2nncn2C)cc1
25	Cc1ccc(NC(=O)C2CC(=O)N(c3ccc(OC(C)C)cc3)C2)cc1 (centres undefined)
Assay by compound,21,22,23,24,25
HP1b binding inh,88%[activator],16%,18%,23%,37%[activator]
JMJD2A Tudor inh,-11%,-18%,-8%,-6%,-15%
GLS inh,10%,-8%,4%,11%,4%
POLI inh,?,5%,17%,16%,1%
BLM helicase inh,-9%,1%,.,-4%,-5%
Pin1 inh,6%,-2%,-14%,0%,-8%
PGK inhibitor,0%,-13%,3%,-6%,-7%
BAZ2B block,10%,22%,12%,3%,-1%
G9a inh,10%[12.7 µM],-1%[59 µM],-29%,?,8%[59 µM]

26	CCOC(=O)c1sc2ccccc2c1S(=O)(=O)Nc1ccc(C(C)=O)cc1
27	CC(C)n1c(SCc2cc(=O)[nH]c3ccccc23)nc2c1c(=O)n(C)c(=O)n2C
28	CC(=O)Oc1ccc2cc(-c3cccnc3)c(=O)oc2c1
29	Cc1ccccc1OCC(=O)Nc1cccc2nsnc12
30	O=C1CC(N2CCC(c3nc4ccccc4o3)CC2)C(=O)N1c1cc(Cl)cc(Cl)c1 (centres undefined)
Assay by compound,26,27,28,29,30
HP1b binding inh,19%,-1%,32%,42%[activator],5%
JMJD2A Tudor inh,-25%,-12%,-9%,-8%,-2%
GLS inh,10%,0%,-7%,2%,-1%
POLI inh,-2%,-3%,70%[activator],?,16%
BLM helicase inh,-3%,1%,.,-13%,0%
Pin1 inh,-18%,4%,2%,17%,34%[activator]
PGK inhibitor,5%,-6%[11.5 µM],-12%,-12%,-1%
BAZ2B block,?,0%,.,3%,-19%
G9a inh,?,-21%[12.7 µM],.,-1%[59 µM],?

31	O=C1c2ccccc2C(=O)C1c1ccc2ccccc2n1
32	Cc1cc(=O)n2nc(N3CCCC(C(=O)NCc4ccccc4)C3)sc2n1 (centres undefined)
33	CCOc1ccccc1N(CC(=O)O)S(=O)(=O)c1ccccc1
34	O=C(Cn1c(=O)n(-c2ccc(F)cc2)c(=O)c2sc3ccccc3c21)N1CCCC1
35	O=C(NN1CCCCC1)c1cccc2ccccc12
Assay by compound,31,32,33,34,35
HP1b binding inh,38%,46%[activator],37%,10%,24%
JMJD2A Tudor inh,-17%,-6%,-11%,-20%,-25%
GLS inh,-17%,-3%,11%,-12%,-1%
POLI inh,?,14%,17%,-2%,176%[activator]
BLM helicase inh,-1%,1%,1%,-2%,1%
Pin1 inh,22%&4%,5%,-9%,-2%,5%
PGK inhibitor,-8%,2%,-8%,i,2%
BAZ2B block,-3%,12%,-20%,-17%,-1%
G9a inh,2%[59 µM],-6%,-24%[59 µM],-21%[59 µM],-2%

36	COc1cccc(NC(=O)CSc2ccc3nnc(-c4ccncc4)n3n2)c1
37	Cc1c(C)n(CCCN(C)C)c2ncnc(NCc3ccccc3)c12
38	CCN(CC)C(=O)n1cnc(-c2ccccc2)c1-c1ccccc1
39	Cc1ccc2c(c1)C(c1ccccc1)N(C(=O)c1ccc(OC(C)C)cc1)CC(=O)N2 (centres undefined)
40	O=S(=O)(Cc1ccc(Cl)cc1)NCc1cccnc1
41	O=S(=O)(NCCn1ccc2ccccc21)c1ccccc1
42	Cc1ccc(C)c(NC(=O)c2nc(Cl)ccc2Cl)c1
Assay by compound,36,37,38,39,40,41,42
HP1b binding inh,49%[activator],-8%,2%,-8%,37%,26%,60%[activator]
JMJD2A Tudor inh,-11%,?,?,?,3%,-9%,11%
GLS inh,0%,14%,4%,4%,-2%,-2%,-1%
POLI inh,35%[activator],43%[activator],21%,11%,-10%,14%,43%[activator]
BLM helicase inh,-4%,5%,-3%,-5%,-2%,2%,-4%
Pin1 inh,-1%,-8%,-4%,-2%,-6%,-10%,1%
PGK inhibitor,-6%,i,-9%,-4%,-7%,-11%,2%
BAZ2B block,-31%,-21%,-3%,-37%,3%,4%,3%
G9a inh,50µM*,79µM*,11%[59 µM],-2%[59 µM],.,-2%[59 µM],10%

# Screening data from PubChem BioAssay.

# The list is partial, so the mix of outcomes need not match the whole.
